APOBEC3A inh: APOBEC3A ssDNA deaminase inhibitors, primary screen, selectivity assay for APOBEC3G inhibitor project, biochemical, FAM/TAMRA oligo cleavage fluorescence; DNA dC->dU-editing enzyme APOBEC-3A (Homo sapiens), P31941; 330,000 compounds, 0.41% hits; recombinant A3A, FAM/TAMRA ssDNA deamination fluorescence; inhibition, % at 20 µM;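 active means at least 40% inhibition at 20 µM here, with at most 30% in a related deaminase screen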;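 further: plate controls were A3A with DMSO for no effect and wells lacking A3A enzyme for full effect; some results filed as inactive read as strong as hits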
Target sequence (P31941 whole entry, looked up): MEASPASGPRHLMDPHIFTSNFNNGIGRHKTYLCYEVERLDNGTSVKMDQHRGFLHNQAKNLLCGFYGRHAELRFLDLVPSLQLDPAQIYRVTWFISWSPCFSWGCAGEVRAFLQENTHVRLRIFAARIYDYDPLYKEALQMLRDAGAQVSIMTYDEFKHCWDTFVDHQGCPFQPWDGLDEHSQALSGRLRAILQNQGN
beta cell repl: inducers of MIN6 beta-cell proliferation, primary screen, ATP luminescence, uHTS | proliferation, % at 10 µM | AID 2380, 2010 | 330,000 compounds, 0.29% hits | MIN6 cells proliferation, ATPlite luminescence, 48 h; cells starved in 0.2% serum; 100% = growth in 10% serum;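 active means compounds whose signal lies at least 3.5 SD above the mean of all wells on their plate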;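 further: 0% = DMSO-treated cells in low-serum medium and 100% = 10% serum control; some compounds called inactive have numbers as strong as hits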
SENP1 inh: human SENP1 catalytic domain inhibitors, primary screen, biochemical, FRET, uHTS; Sentrin-specific protease 1 (Homo sapiens), Q9P0U3; recombinant SENP1 catalytic domain, CyPet-SUMO1-YPet FRET cleavage; inhibition, % at 10 µM; 360,000 compounds, 0.21% hits; AID 624204, 2012;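 active means inhibition at least 30% at 10 µM, raw YFP signal under a set limit, fluorescence ratio 0.5 to 1.5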;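 further: 0% = enzyme with DMSO and 100% = no enzyme wells; some results filed as inactive read as strong as hits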
Target sequence (Q9P0U3 419-644 limits assumed): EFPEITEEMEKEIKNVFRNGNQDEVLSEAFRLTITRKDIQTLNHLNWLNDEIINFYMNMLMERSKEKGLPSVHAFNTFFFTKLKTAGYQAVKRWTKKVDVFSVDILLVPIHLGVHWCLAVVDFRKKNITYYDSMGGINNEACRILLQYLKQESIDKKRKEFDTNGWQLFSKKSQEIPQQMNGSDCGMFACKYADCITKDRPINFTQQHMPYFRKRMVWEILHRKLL
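Material: hSENP1 catalytic domain, recombinant; medium: Tris pH 8 with BME, BSA, NP40 and catalase; compound: single concentration of 10 µM compound, 0.5% DMSO final; technique: FRET read of cyan and yellow fluorescence; timing: 50 min enzyme reaction, room temperature, light-protected; reagent: SFCypet-SUMO1-SFYpet substrate at 25 nM; control set: no-enzyme low, enzyme-DMSO high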
APOBEC3G inh: APOBEC3G DNA deaminase inhibitors, primary screen, biochemical, fluorescence, single-stranded DNA substrate, uHTS; DNA dC->dU-editing enzyme APOBEC-3G (Homo sapiens), Q9HC16; recombinant A3G, ssDNA deamination FAM/TAMRA fluorescence; inhibition, % at 20 µM; 330,000 compounds, 0.28% hits;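 active means inhibition of at least 40% at 20 µM, with no more than 30% in the related APOBEC3A deaminase screen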;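 further: plate controls were DMSO wells with A3G for no effect and wells lacking A3G enzyme for full effect; some compounds called inactive have numbers as strong as hits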
mIAP block: inhibitors of mouse IAP, primary screen, biochemical, luminescence, uHTS; purified mouse IAP, CDP-Star luminescence, 30 min; inhibition, % at 10 µM; 330,000 compounds, 0.2% hits; AID 2806, 2010;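 active means inhibition of at least 40% at 10 µM in the primary screen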;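 further: plate controls were DMSO with enzyme for no effect and no enzyme wells for full effect; values of inactives mirror those of a sister screen read the other way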
hIAP activ: human IAP activators, primary screen, biochemical, luminescence, uHTS | Intestinal-type alkaline phosphatase (Homo sapiens), P09923 | purified human IAP, CDP-Star luminescence, 30 min; stronger effect = higher value; 1 = vehicle-only enzyme, 0 = enzyme-free background | activation factor at 10 µM | 330,000 compounds, 0.16% hits | AID 2524, 2010;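 active means activation factor of the enzyme at least 2-fold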; further: the source names both 10 and 20 µM as test concentration; values of inactives mirror those of a sister screen read the other way
Target sequence (P09923 whole entry, looked up): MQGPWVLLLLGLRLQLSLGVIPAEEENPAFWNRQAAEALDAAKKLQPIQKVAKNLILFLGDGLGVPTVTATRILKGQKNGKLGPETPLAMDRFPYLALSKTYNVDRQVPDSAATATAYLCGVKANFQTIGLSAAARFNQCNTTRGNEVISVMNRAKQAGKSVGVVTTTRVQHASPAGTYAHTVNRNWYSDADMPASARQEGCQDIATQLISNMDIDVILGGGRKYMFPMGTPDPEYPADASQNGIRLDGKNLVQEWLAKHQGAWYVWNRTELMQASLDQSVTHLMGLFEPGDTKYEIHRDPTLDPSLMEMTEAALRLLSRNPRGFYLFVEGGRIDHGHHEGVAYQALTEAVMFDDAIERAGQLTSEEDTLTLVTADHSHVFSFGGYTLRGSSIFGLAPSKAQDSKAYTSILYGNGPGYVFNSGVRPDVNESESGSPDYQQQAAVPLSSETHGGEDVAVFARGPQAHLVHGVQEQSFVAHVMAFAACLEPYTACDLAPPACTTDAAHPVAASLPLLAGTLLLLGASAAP
NLRP3 yeast inh: NALP3 inflammasome inhibitors in reconstituted yeast, primary screen, luminescence, uHTS; Yeast reconstituted NLRP3/ASC/caspase-1, beta-gal luminescence, 24 h; inhibition, % at 10 µM; 330,000 compounds, 0.39% hits;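 active means inhibition of 50% or more; inactive means inhibition below 50%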;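 further: plate controls were induced DMSO wells for no effect and uninduced yeast grown without galactose for full effect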
mIAP act: activators of mouse IAP, primary screen, biochemical, luminescence, uHTS; intestinal alkaline phosphatase [Mus musculus]; muIAP, CDP-Star luminescence, 30 min; stronger effect = higher value; 1 = vehicle-only enzyme signal, 0 = enzyme-free wells; activation factor at 10 µM; 330,000 compounds, 0.24% hits;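 active means activation factor of at least 2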; further: the source names both 10 and 20 µM as test concentration; values of inactives mirror those of a sister screen read the other way
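also added = chemiluminescent substrate CDP-Star | test system = mouse IAP enzyme | signal = chemiluminescence readout | compound = DMSO-dissolved test compounds | incubation = 30 min at room temperature | benchmarks = DMSO wells, no-enzyme wells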
hIAP block: human IAP inhibitors, primary screen, biochemical, luminescence, uHTS; Intestinal-type alkaline phosphatase (Homo sapiens), P09923; purified IAP, CDP-Star luminescence, 30 min; inhibition, % at 10 µM; 330,000 compounds, 0.12% hits;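 active means inhibition reaching a set limit with compound at 10 µM in the primary screen, cut at about 35% in these data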;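 further: plate controls were DMSO wells with enzyme for no effect and no-enzyme buffer wells for full effect; values of inactives mirror those of a sister screen read the other way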
* = called active by the depositor; nt = not tested or not shown. Only part of the results is shown; the hit share may differ from the screen's.

Every second line gives: APOBEC3A inh	beta cell repl	SENP1 inh	APOBEC3G inh	mIAP block	hIAP activ	NLRP3 yeast inh	mIAP act	hIAP block
O=C(O)CSCC(=O)N1CCN(c2ncnc3scc(-c4ccccc4)c23)CC1
    -3.8	-0.7	1.1	-8.7	4.7	0.993	18.7	0.953	0.7
CC(=O)OC(C(=O)N1CCN(c2ccccc2F)CC1)c1ccccc1 (stereo not given)
    -3.7	-0.4	0.1	-4.4	0.5	0.824	-3.8	0.995	17.6
O=C(O)CCSc1nnc(-c2ccc3c(c2)OCO3)o1
    -2.0	-3.0	1.8	-4.1	-3.5	0.948	7.9	1.03	5.2
COc1ccc(CCOC(=O)c2ccc(N)c([N+](=O)[O-])c2)cc1
    2.5	-5.5	-0.2	-4.9	5.6	1.14	35.3	0.944	-14.4
O=C1c2ccccc2C(=O)N1CCCCN(C(=O)c1cc([N+](=O)[O-])ccc1Cl)c1ccc(Cl)cc1
    -3.1	-2.4	0.2	-4.3	0.2	1.08	8.8	0.998	-8.2
Cc1cc(=O)[nH]c2c(C)cc(S(=O)(=O)NCc3ccccc3)cc12
    -3.2	-3.2	-0.6	-4.2	5.1	1.05	7.9	0.949	-5.0
CSc1nnc(-c2ccc(C(F)(F)F)nc2C)o1
    -2.4	-1.8	2.2	-5.0	2.0	0.783	11.0	0.98	21.7
Oc1ccc2oc3c(c2c1)CCCC3
    -2.4	-1.1	1.4	-4.5	7.9	0.914	14.7	0.921	8.6
OCCC1CN(C2CSCCSC2)CCN1Cc1ccccc1 (stereo not given)
    3.7	-1.8	-0.1	-5.6	-4.8	1.05	2.5	1.05	-5.0
O=c1nc(-c2ccccc2)cn[nH]1
    2.5	-2.7	0.4	-0.7	-3.0	0.95	-2.6	1.03	5.0
O=C(NCc1cccs1)c1cccnc1Cl
    -0.9	0.0*	2.5	-3.1	3.4	0.93	8.8	0.966	7.0
Cc1ccc(S(=O)(=O)NCCCNc2ccc([N+](=O)[O-])cc2)cc1
    -0.6	-1.4	-1.0	-6.0	4.4	0.858	28.0	0.956	14.2
O=C(CSc1ccc([N+](=O)[O-])cc1)Nc1nnc(C2CC2)s1
    -0.6	-2.8	0.3	0.0	4.1	1.01	-6.3	0.959	-0.9
COc1ccc(Cc2nnc(SCc3ccc([N+](=O)[O-])cc3)o2)cc1
    -1.6	1.6	1.2	0.2	-0.4	0.991	26.5	1	0.9
Cc1ccccc1NC(=O)C1COc2ccccc2O1 (stereo not given)
    -8.4	2.8	0.1	-9.9	0.4	1.02	15.4	0.996	-1.9
CN(C)CCCNC(=O)c1cc2c3ccccc3n(C)c2s1
    -0.7	-1.3	-3.5	-6.3	4.9	1.08	1.2	0.951	-7.9
CC(C)CNC(=O)CSc1ccc(S(=O)(=O)N(C)C2CCCCC2)cn1
    -2.9	1.4	1.7	-9.6	4.9	1.02	24.0	0.951	-1.9
C/C(CC(=O)NC(C)(C)C)=N\NC(=O)c1ccccc1N
    3.0	-2.2	0.6	-4.5	-3.8	1.14	6.1	1.04	-13.6
COCCN(C(=O)COC(=O)CCn1c(C)csc1=O)c1c(N)n(Cc2ccccc2)c(=O)[nH]c1=O
    -2.1	0.5	1.7	-9.7	0.5	1.06	2.9	0.995	-6.3
Cc1cccc(NC(=O)CSc2n[nH]c(-c3ccncc3)n2)c1C
    -0.1	7.6	-0.1	5.3	-3.8	0.921	9.3	1.04	7.9
O=C(O)C1C2C=CC3(CN(C4CCCC4)C(=O)C13)O2 (stereo not given)
    -2.1	-0.3	-0.6	-6.6	-9.7	1	6.5	1.1	-0.5
CCc1nnc(NC(=O)c2cc(S(=O)(=O)N3CCN(c4ccccc4)CC3)ccc2Cl)s1
    0.1	-1.7	0.9	0.0	19.4	0.959	1.5	0.806	4.1
Cc1cc(N)n2nc(C(F)(F)F)nc2n1
    -4.3	1.0	-8.7	-3.5	-6.9	1.18	13.8	1.07	-17.9
O=C1CCN(CCc2ccccc2)CCN1[C@H](COc1ccccc1)c1ccccc1
    -0.7	-5.5	-2.5	-8.2	-8.1	0.906	0.4	1.08	9.4
COC(=O)C1CSC(C(=O)OC)N1C(=O)Nc1c(C)cccc1C (stereo not given)
    0.9	-1.8	1.0	-2.0	9.8	1.08	13.6	0.902	-8.5
Cc1c(C(=O)NCc2ccc(F)cc2)oc2ccc(S(=O)(=O)N3CCOCC3)cc12
    0.3	0.0	3.0	-3.3	5.5	0.845	24.1	0.945	15.5
CC(C)(C)c1ccc2oc(=O)cc(-c3cccc(-c4ccc(C(F)(F)F)cc4)c3)c2c1
    3.0	nt	1.8	8.8	5.8	nt	nt	0.942	nt
O=C(COC(=O)CNC(=O)c1ccco1)Nc1ccc(Cl)cn1
    -4.8	-1.9	2.0	-5.0	-0.3	1.09	3.2	1	-8.9
O=C1CCCc2ccccc2N1Cc1ccccc1
    1.2	-3.3	0.7	-6.5	-1.5	1	10.4	1.01	-0.2
CN(C)S(=O)(=O)c1ccc(N2CCCC2)c(C(=O)Nc2cccc(F)c2)c1
    -1.6	0.8	0.3	-8.0	-7.9	1.02	8.8	1.08	-1.7
CC(C)N(C(=O)C(=O)c1cccn1-c1ccccc1C#N)C(C)C
    0.5	-2.4	-0.2	-1.2	0.8	0.882	2.0	0.992	11.8
CN(Cc1ccccc1)S(=O)(=O)c1ccc(Cl)c(C(=O)OCC(N)=O)c1
    -5.5	-1.5	1.9	-4.9	-12.8	1.29	-3.7	1.13	-28.7
COc1cc2c3nnc(-c4ccccc4)c-3cn(Cc3ccc(F)cc3)c2cc1OC
    -2.9	-6.2	-30.1	-3.1	-5.7	0.9	0.7	1.06	10.0
Cc1ccc2c(c1)C(=O)C(=O)N2Cc1ccc(F)cc1
    -5.0	-5.7	-3.2	-7.2	7.9	0.819	12.0	0.921	18.0
COCC(C)n1c(C)cc(C(=O)CSc2nnc(-c3ccco3)o2)c1C (stereo not given)
    -3.5	0.0	4.6	-4.0	6.2	1.09	20.9	0.938	-9.5
O=C(NCCc1ccc(F)cc1)c1coc(=O)c(Br)c1
    3.9	-4.7	0.9	-7.0	7.5	1	10.9	0.925	-0.5
Cc1ccc(S(=O)(=O)N(CC(O)CN2CCCCC2)c2cccc([N+](=O)[O-])c2)cc1 (stereo not given)
    -3.5	0.0	3.0	-5.3	2.2	0.821	21.0	0.978	17.9
CCC1Oc2ccccc2N(CC(=O)NCCCN2CCCCC2C)C1=O (stereo not given)
    -2.1	-1.9	-18.0	-3.0	-16.7	1.14	9.1	1.17	-13.7
CCOc1ccc(NC(=O)[C@@H]2CCCN2C(=O)c2cccs2)cc1S(=O)(=O)N1CCOCC1
    26.5	3.1	-6.3	8.3	0.1	1	-3.5	0.999	-0.5
O=C(O)CCC(=O)Nc1ccc(C(=O)N2CCCCC2)cc1
    -3.4	-2.0	0.7	-6.0	-5.5	1.09	27.0	1.05	-8.8
Cn1c(=O)c2c(nc(CN3CCN(Cc4ccccc4)CC3)n2CCN2CCOCC2)n(C)c1=O
    -0.4	-1.0	-5.4	-1.3	18.2	0.761	13.1	0.818	23.8
CC(C)OCCCn1c(-c2ccc(Br)cc2)c[nH]c1=S
    2.2	-1.0	-14.2	-0.9	1.0	1.22	38.7	0.99	-21.9
Cc1ccc(S(=O)(=O)Oc2cccc(/C=N/n3cnnc3)c2)cc1
    0.0	-2.0	2.1	-2.7	9.1	0.986	9.3	0.909	1.4
O=C(CSc1nnc(CNC(=O)c2ccccc2)o1)NCc1ccccc1Cl
    -4.4	-0.1	2.7	-13.0	-9.5	1.31	2.6	1.09	-30.7
CCc1ccccc1NC(=O)CN1CCN(CC(=O)Nc2ccc(-c3ccccc3)cc2)CC1
    -2.0	-0.5	0.2	-8.2	-6.0	1.02	-5.0	1.06	-2.3
CSc1nsc(SCC(=O)Nc2ccc(F)cc2F)n1
    -3.8	-3.2	-0.6	-7.9	12.5	1.08	5.0	0.875	-8.5
CC1(C)Cc2c(sc3c2c(=O)n(-c2ccc(Cl)cc2)c(=O)n3CC(N)=O)CO1
    -3.5	0.1	-2.4	-5.5	-1.3	0.928	-5.9	1.01	7.2
CCc1ccccc1NC(=O)CSc1nnc(CCNC(=O)OC(C)(C)C)o1
    -0.8	-2.4	-1.4	-5.2	-7.8	1.36	-0.2	1.08	-35.6
O=C(NN1CC(C(=O)OCc2ccc(Cl)cc2Cl)CC1=O)c1ccccc1 (stereo not given)
    -2.4	-4.0	2.5	-0.4	0.9	1.16	2.0	0.991	-15.5
Cc1cc(OCC(=O)NCCc2ccc(S(N)(=O)=O)cc2)c2c(C)cc(=O)oc2c1
    -0.8	1.6	-2.3	-5.0	-3.6	1.16	9.5	1.04	-15.5

High-throughput results deposited in PubChem BioAssay by Sanford-Burnham Center for Chemical Genomics.
